Source: PubChem
HP1b chromo inh – inhibitors of HP1-beta chromodomain binding to methylated histone tails | AlphaScreen HP1-beta / biotin-H3K9me3 peptide binding | AID 540317 | 390,000 tested, 0.56% active | P83916 | Potency, µM (highest dose often 114 µM), without a hit: top-dose activity change, negative = inhibition, hits mostly inhibitors; also: potency is read from the fitted curve at half-maximal effect; nearly all actives have a fitted effect of over 70% in size; inactives centre near 23
Target sequence (P83916 whole entry, looked up): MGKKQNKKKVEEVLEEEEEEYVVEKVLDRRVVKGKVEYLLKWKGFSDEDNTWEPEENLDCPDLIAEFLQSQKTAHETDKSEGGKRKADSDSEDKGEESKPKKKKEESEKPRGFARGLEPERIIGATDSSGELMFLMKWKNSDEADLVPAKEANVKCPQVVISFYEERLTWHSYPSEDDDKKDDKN
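HP1-beta protein (50 nM final) preincubated 30 min at room temperature with biotinylated H3(1-18)K9me3 peptide (50 nM) in PBS pH 7.4, 0.01% Tween-20, then compound added for 30 min. AlphaScreen streptavidin donor/nickel chelate acceptor beads (10 ug/mL final), 30 min dark, luminescence read.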
Tb PGK inh – inhibitors of T. brucei phosphoglycerate kinase | P07378 | PGK/GAPDH coupled, Kinase-Glo luminescence, 60 min | Potency, µM (highest dose often 57.5 µM), for inactives: top-dose activity change, negative = inhibition, usual class: inhibitors | 380,000 tested, 0.043% active | AID 602233; also: potency is read from the fitted curve at half-maximal effect; % is scaled to controls: 0 for no effect and ±100 for the full control effect; nearly all actives have a fitted effect of over 60% in size
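Luminescent ATP detection (Kinase-Glo Plus) follows a 60-minute room-temperature incubation, with wells lacking PGK as controls. Buffer: 100 mM TEA (pH 7.6), 5 mM MgCl2, 0.01% Tween-20. Coupling enzyme GAPDH (100 nM final) supplies unstable 1,3-BPG in-well.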
JMJD2A Tudor – inhibitors of human JMJD2A Tudor domain; 390,000 tested, 4.4% active; AlphaScreen JMJD2A-Tudor / H3K4me3 peptide binding; Potency, µM (series often up to 114 µM), for inactives: at the top dose activity change, negative = inhibition, usual class: inhibitors; O75164; also: potency is read from the fitted curve at half-maximal effect; % is scaled to controls: 0 for no effect and ±100 for the full control effect; nearly all actives have a fitted effect of over 50% in size
Pin1 inhibitor – blocks the human prolyl isomerase Pin1; 390,000 tested, 0.009% active; Pin1 FP peptide displacement, HiFluor488, 10 min; AID 504891; Potency, µM (top dose mostly 115 µM), for inactives: top-dose activity, negative = inhibition, actives largely listed as inhibitors; active = well fitted inhibition curve with a large enough effect in the polarisation, with a control signal flat, not every such curve was filed as active; inconclusive = small, poorly fitted or top-dose-only effect, or effect the other way, or a change in a side signal; inactive = no such curve, though single readings can be large or run the other way; the % refers to the polarisation; also: potency is read from the fitted curve at half-maximal effect; % is scaled to controls: 0 for no effect and ±100 for the full control effect
GLS inh – blocks human kidney-isoform glutaminase activity. GLS enzymatic activity, qHTS titration. AID 624170. Potency, µM (top dose mostly 45.5 µM), for the others: at the highest dose activity change, negative = inhibition, actives largely listed as inhibitors. 410,000 tested, 0.21% active; also: potency is read from the fitted curve at half-maximal effect; % is scaled to controls: 0 for no effect and ±100 for the full control effect
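Human kidney-isoform GLS in 45 mM KH2PO4 pH 8.2, 0.02% Tween-20, with compound, started with 1mM L-Glutamine (added stock). Glutamate oxidase/HRP/Amplex red coupled fluorescence read at start and after 30 min at RT.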
BAZ2B inh – blocks human BAZ2B | Q9UIF8 | AlphaScreen BAZ2B-H3K14Ac peptide displacement | Potency, µM (top dose mostly 114 µM), for the others: top-dose activity change, negative = inhibition, actives largely listed as inhibitors | 360,000 tested, 4.4% active; also: potency is read from the fitted curve at half-maximal effect; % is scaled to controls: 0 for no effect and ±100 for the full control effect; nearly all actives have a fitted effect of over 60% in size
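BAZ2B (50 nM) with biotin-H3(5-23)K14Ac peptide (50 nM) in PBS pH 7.4, 0.01% Tween-20, preformed 30 min, then compound 30 min at room temperature; top concentration 110uM. AlphaScreen streptavidin donor/nickel chelate acceptor beads (10 ug/mL final), 20 min dark, signal read.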
ERG-DNA inh – ERG Ets/DNA interaction inhibition | 370,000 tested, 0.028% active | fluorescence polarization, His-ERG Ets domain / labelled DNA | Potency, µM (top dose mostly 76.9 µM), inactives show at the highest dose FP activity, negative = inhibition, actives largely listed as inhibitors | P11308; active = well fitted inhibition curve with a large enough effect in the polarisation, with a control signal flat; inconclusive = small, poorly fitted or top-dose-only effect, or effect the other way, or a change in a side signal; inactive = no such curve, though single readings can be large or run the other way; the % refers to the polarisation;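 also: polarization taken with two DNA probes labelled with fluorescein and Texas red; potency is read from the fitted curve at half-maximal effect; % of control where 0% means no effect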
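His-tagged ERG Ets domain (1 uM in the protein solution; 300mM KCl, 50mM Tris-HCl, 1mM EDTA, 1mM DTT, pH 7.5) received compound, then a probe mix of 5 nM fluorescein-DNA and 100nM Texas-615-DNA. Fluorescence polarization was read for both dyes.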
G9a inh – G9a (human) methyltransferase inhibition. Q96KQ7. G9a H3K9 monomethylation, AlphaScreen, 2 h. AID 504332. Potency, µM (top dose mostly 102 µM), inactives show at the highest dose activity, negative = inhibition, actives largely listed as inhibitors. 350,000 tested, 8.8% active; also: potency is read from the fitted curve at half-maximal effect; % is scaled to controls: 0 for no effect and ±100 for the full control effect; nearly all actives have a fitted effect of over 75% in size
Target sequence (Q96KQ7 913-1193 limits assumed): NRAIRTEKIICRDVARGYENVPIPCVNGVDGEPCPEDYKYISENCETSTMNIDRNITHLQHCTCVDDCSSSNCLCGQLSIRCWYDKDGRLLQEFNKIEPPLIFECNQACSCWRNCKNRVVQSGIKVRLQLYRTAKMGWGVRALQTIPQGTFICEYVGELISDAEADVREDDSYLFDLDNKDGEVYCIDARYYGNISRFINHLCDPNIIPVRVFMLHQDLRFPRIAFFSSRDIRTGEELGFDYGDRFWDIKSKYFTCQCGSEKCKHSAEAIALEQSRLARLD
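Compounds were preincubated with 20 nM G9a for 15 min, after which biotinylated H3K9 peptide (500 nM) and SAM (20 uM) started a 2 h room-temperature reaction. Monomethylated product was quantified by antibody-based AlphaScreen chemiluminescence.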
PI4K2A block – inhibitors of human PI4K2A | 420,000 tested, 0.13% active | AID 1346378 | activity change, negative = inhibition, % at 76.9 µM | Q9BTU6 | purified PI4K2A, ADP-Glo luminescence, 1 h; stronger effect = lower value; in the data active = activity change below about -50%; inconclusive = mostly about -30% to -49%;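 also: -100% = wells without enzyme as full effect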
Target sequence (Q9BTU6 whole entry, looked up): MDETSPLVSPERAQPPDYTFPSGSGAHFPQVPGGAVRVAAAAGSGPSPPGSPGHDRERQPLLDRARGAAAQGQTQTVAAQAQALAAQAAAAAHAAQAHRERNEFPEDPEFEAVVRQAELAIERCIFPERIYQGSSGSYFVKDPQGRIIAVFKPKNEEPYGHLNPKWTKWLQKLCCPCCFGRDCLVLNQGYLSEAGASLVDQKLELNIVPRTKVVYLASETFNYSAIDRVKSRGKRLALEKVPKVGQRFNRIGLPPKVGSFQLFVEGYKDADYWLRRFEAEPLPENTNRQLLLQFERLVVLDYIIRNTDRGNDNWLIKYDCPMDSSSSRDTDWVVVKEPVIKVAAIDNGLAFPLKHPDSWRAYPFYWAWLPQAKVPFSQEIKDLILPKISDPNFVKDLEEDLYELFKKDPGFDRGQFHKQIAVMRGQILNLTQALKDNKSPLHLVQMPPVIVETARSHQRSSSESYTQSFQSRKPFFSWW
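Compounds are screened against recombinant PI4K2A using PI as substrate and ATP, the latter dispensed at 300 microM. Reactions run one hour at ambient temperature before ADP-Glo detection; full inhibition defined by wells lacking enzyme.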
* = called active by the depositor; i = inactive; ? = inconclusive; · = no result given; [ ] = remark or other dose. Unless noted, calls follow the shape of the dose curve; as a rule, active = well fitted curve in the direction sought with a large enough effect; inconclusive = small, poorly fitted or top-dose-only effect, or another doubt; inactive = no such curve, though single readings can be large; an effect the other way counts as inactive or inconclusive.

SMILES | HP1b chromo inh | Tb PGK inh | JMJD2A Tudor | Pin1 inhibitor | GLS inh | BAZ2B inh | ERG-DNA inh | G9a inh | PI4K2A block
Cc1ccc(-c2ccc(CCC(=O)O)n2NC(=O)c2ccc([N+](=O)[O-])cc2)cc1 | -6% | 7% | -18% | 0% | 0% | -21% | -2% | -35% | -2
CCc1noc(C)c1C(=O)N1CCN(S(=O)(=O)c2cc(C)ccc2C)CC1 | 43%[activator] | -4% | -9% | -3% | 2% | -3% | 9% | 9% | 3
CCc1nnc(NC(=O)CSc2nc3cccnc3n2Cc2ccccc2)s1 | 41%[activator] | i | 6% | 2% | 1% | 14% | 9% | ? | 1
CC(C)N(C(=O)CSc1n[nH]c(=O)n1CCc1ccccc1)C(C)C | 23% | -1% | -6% | -8% | 0% | 0% | -6% | 21% | 4
CCOC(=O)c1c(C)[nH]c(C2=NNC(=Nc3ccccc3)SC2)c1C | ? | i | ? | 27% | 9% | -37% | -2% | 45µM* | -5
CC(C)(C)c1cc(NC(=O)Nc2ccccc2OC(F)(F)F)no1 | 19% | 4% | -9% | 0% | 6% | -2% | 6% | -1% | 0
O=C(CCC1N=C2c3ccccc3N=C(SCC(=O)Nc3ccccc3F)N2C1=O)NCc1ccco1 (centres undefined) | 19% | -7% | -15% | 16% | -8% | -15% | 0% | 10%[59 µM] | -1
O=C(NCc1ccccc1)c1ccc2c(=O)n(CCCN3CCCC3=O)c(=S)[nH]c2c1 | 32% | -5% | -17% | -1% | -1% | -11% | -11% | 45µM* | -2
O=C(O)c1cccc(COc2cccc3ccccc23)c1 | -1% | -3% | -5% | -1% | 1% | · | 0% | · | -3
Cc1c(OCC(=O)N(C)c2ccccc2)ccc2c3c(c(=O)oc12)CCC3 | 6% | i | -9% | 7% | -6% | 1% | -1% | 20% | -6
N=c1sccn1CC(=O)Nc1ccc(Cl)c(S(=O)(=O)N2CCOCC2)c1 | 21% | -6% | -9% | 4% | -4% | -33% | -4% | ? | 3
CSc1nc(N)c(C#N)c(-c2ccccc2Cl)c1C#N | 27% | 5% | -5% | 5% | 4% | 0% | 3% | -20%[12.7 µM] | 6
CCn1c(SCC(=O)N2CCCCC2)nc2c(c1=O)SCC2 | 34% | 4% | -17% | -5% | 0% | -22% | -12% | 30% | -2
CCS(=O)(=O)N1CCc2cc(C(=O)Nc3cc(Cl)ccc3C)ccc21 | 4% | -11% | ? | 6% | -13% | -20% | 0% | ? | 5
Cc1nnc(NC(=O)c2ccccc2Oc2ccccc2)s1 | 28% | 4% | -3% | -1% | 3% | -9% | -7% | 20% | 0
COc1ccc(NC(=O)N2CCC(Cc3ccccc3)CC2)cc1 | 46%[activator] | -13% | -2% | ? | 8% | -12% | 3% | 9% | -2
CC(C)(C)c1ccc(N/N=C(\C#N)S(=O)(=O)C(C)(C)C)cc1 | 24% | -3% | -20% | -1% | 9% | ? | 3% | -22% | -1
CC1CCN(C(=O)CSc2ccc(-c3ccc4c(c3)OCCO4)nn2)CC1 | 31%[activator] | -6% | -6% | 1% | -3% | -13% | 5% | 9% | -1
CN(CC(=O)NCCCc1ccccc1)S(=O)(=O)c1ccc(Br)cc1 | 27% | -6% | -7% | -2% | 4% | -1% | 0% | 27% | 9
Cc1cc(C)c(C)c(S(=O)(=O)NCc2ccc(C(=O)NCC3CCCO3)cc2)c1C (centres undefined) | 3% | -4% | 4% | -7% | 0% | -6% | 18% | 21% | -15
O=C(NCc1ccco1)Nc1cccc(-c2ccccc2)c1 | 7% | -6% | -24% | -10% | -14% | · | 9% | · | 11
CC(C)c1ccc(OCc2ccc(C(=O)NN3CCN(C)CC3)o2)cc1 | 18% | 3% | 1% | 0% | -13% | -20% | -1% | -40% | -2
CSCc1cc(N2CCOCC2)nc(-c2ccccc2)n1 | -8% | -9% | -21% | -13% | 0% | -13% | -6% | -34% | -7
Cc1c2cnn(CC(=O)O)c(=O)c2c(C)n1Cc1cccc(Cl)c1 | 20% | · | -2% | -9% | 7% | -11% | 0% | -1%[59 µM] | -4
O=C(CSc1ncn(-c2ccccc2)n1)c1cccs1 | 20% | -10% | -16% | -11% | 8% | 2% | 4% | ? | -1
COc1ccccc1NC(=O)N(CCN1CCOCC1)Cc1cc2cc(C)cc(C)c2[nH]c1=O | -6% | 9% | -19% | -3% | 9% | -18% | 4% | -30% | 2
CCc1nnc(NC(=O)CSCc2cc(=O)n3nc(C)sc3n2)s1 | 24% | i | 18µM* | -5% | ? | -12% | 3% | 48% | -2
O=C(CCSCc1ccc(Cl)cc1)NCc1ccco1 | 10% | 0% | -19% | -1% | -5% | ? | 7% | -5%[59 µM] | 4
CNc1ccccc1-c1nc2ccccc2n(C)c1=O | -16% | 1% | -30% | -5% | 25% | ? | -4% | -1%[12.7 µM] | -6
O=C1c2ccccc2C(=O)N1CC1c2ccccc2CCN1C(=O)CN1CCOCC1 (centres undefined) | -1% | -1% | 2%[11.4 µM] | -7% | 1% | · | -11% | -34% | -15
C=CCSc1nnc(-c2nnc(SCC=C)n2-c2ccccc2)n1-c1ccccc1 | 50%[activator] | i | -8% | 1% | -14% | 1% | -8% | -7%[59 µM] | -8
CN(C)CCCn1c(NC(=O)C2CCCCC2)nc2ccccc21 | 7% | 2% | -29% | -7% | 15% | -30% | · | 8%[59 µM] | -3
Cc1cccc2nc(CSc3nnc(N)s3)cn12 | 14% | 1% | -9% | 9% | -3% | 1% | -1% | 32µM* | 4
CCOC(=O)C1=C(C)Nc2sc(C(=O)c3ccc(C)cc3)c(N)c2C1c1ccc(C(=O)OC)cc1 (centres undefined) | 27% | 3% | -14% | 31%[activator] | ? | 4% | -1% | 3%[59 µM] | 5
Nc1ccc(N)c(C(=O)O)c1 | 3.2µM* | ? | 3.5µM* | ? | 5.6µM* | 4µM* | ? | 7.9µM* | -66*
COCCCNC(=O)CNC(=S)N(Cc1ccccc1F)C1CCCCC1 | -4% | -6% | -9% | 0% | -12% | 5% | 7% | -13% | -1
O=C(Nc1ccc(O)cc1C(=O)O)c1cccs1 | 44%[activator] | 11% | -10% | 4% | 12% | -36% | -11% | ? | 4
CCc1noc(C)c1C(=O)N1CCCSC1=Nc1ccccc1OC | 3% | i | -10% | -1% | -1% | 10% | -4% | -2% | 1
COc1ccccc1N(C(=O)c1snc(C(N)=O)c1N)C(C(=O)NC1CCCCC1)c1cccc(OC)c1OC (centres undefined) | 2% | -11% | -22% | 0% | 6% | -2% | 6% | -1% | -2
CCOc1ccc(Cn2c3ccc(OC)cc3c3nc4ccccc4nc32)cc1 | 35% | -4% | ? | ? | -1% | -6% | 9% | 21%[59 µM] | -2
c1ccc2cc(OCCN3CCCC3)ccc2c1 | ? | 3% | 7.9µM* | -2% | 11% | ? | · | 13µM* | -2
CN1CCCN(S(=O)(=O)c2ccccc2)CC1 | -15% | -6% | ? | -7% | -6% | 4% | 1% | -18% | 1
Cc1ccccc1Cc1c(C)nc2c(C(=O)NCc3ccc4c(c3)OCO4)cnn2c1C | 15% | -1% | -13% | 34%[activator] | -10% | -28% | 5% | ? | 6
CC(C)C[C@H](NC(=O)N1CC(=O)Nc2ccccc21)C(=O)N[C@@H](Cc1ccccc1)C(=O)O | 20% | 1% | -18% | -11% | 6% | 10%[57.1 µM] | -25% | · | -3
CCCC(=O)Nc1nnc(CCN2CCCCC2)s1 | 11% | 7% | -9% | -2% | -2% | 6% | -1% | -6%[0.501 µM] | -2
CC(=O)c1cc(CN2CCN(CCC(C)C)C(CCO)C2)cs1 (centres undefined) | 0% | -7% | -9%[11.4 µM] | -2% | -7% | -1% | 3% | · | 5
COc1ccc(NC(=O)CSc2nc(N)c3cc4c(nc3n2)CC(C)(C)OC4)cc1 | 20% | -5% | -19% | 11% | 16% | 2% | -2% | · | -2
CCCOc1ccc(-c2nc(OCC)c3ccccc3n2)cc1 | 133%[activator] | 2%[11.5 µM] | 86%[activator] | 11% | -1% | 74%[activator] | · | 60%[activator][59 µM] | 0
COCCN(C(=O)c1cccc(-n2cnnn2)c1)c1c(N)n(CC(C)C)c(=O)[nH]c1=O | 23% | -2% | -7% | 2% | -2% | 0% | -4% | -7%[59 µM] | -1
Cc1ccccc1OCC(=O)N1N=C(C(F)(F)F)CC1(O)C(C)(C)C (centres undefined) | 18% | 0% | ? | 0% | -3% | 16% | 4% | 5%[59 µM] | -8
CC(=O)Oc1ccccc1C(=O)C=Cc1cccc([N+](=O)[O-])c1 | -18% | -2% | ? | 0% | -9% | · | -1% | · | 21
COc1ccc(CNc2nc(-c3ccc(Cl)cc3)cc(C(F)(F)F)n2)cc1 | 193%[activator] | -4% | 100%[activator] | 0% | -6% | 146%[activator] | 0% | 195%[activator][59 µM] | -3

Among those listed so far, 2 have a cyano group:
SMILES | HP1b chromo inh | Tb PGK inh | JMJD2A Tudor | Pin1 inhibitor | GLS inh | BAZ2B inh | ERG-DNA inh | G9a inh | PI4K2A block
CSc1nc(N)c(C#N)c(-c2ccccc2Cl)c1C#N | 27% | 5% | -5% | 5% | 4% | 0% | 3% | -20%[12.7 µM] | 6
CC(C)(C)c1ccc(N/N=C(\C#N)S(=O)(=O)C(C)(C)C)cc1 | 24% | -3% | -20% | -1% | 9% | ? | 3% | -22% | -1
